Source: PubChem BioAssay
ROS inducer: cancer cell ROS induction | U2OS ROS induction, H2DCF-DA fluorescence | AID 624156 | 46,000 tested, 2% active | ROS induction (% of piperlongumine), % at 10 µM; in the data active = ROS induction above about 79%, passing the limit was not always enough; inconclusive = no clear call, values can overlap the other calls;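 also: 0% = DMSO vehicle median and 100% = reference compound median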
An asterisk follows results filed as active; ? = inconclusive. These rows are one share of the data, so the mix of outcomes need not match the whole.

SMILES	ROS inducer
Cc1c2cnn(CC(=O)N3CCC4(CC3)OCCO4)c(=O)c2c(C)n1Cc1ccccc1F	2.0
C[C@]12CCC(=O)C=C1CC[C@@H]1C2CC[C@]2(C)C(=O)CCC12 (stereo not given in full)	26.0
CCNc1nc(Cl)nc(NCC)n1	-8.8
Nc1ncnc2nc(SCc3nc4ccc(I)cc4c(=O)n3-c3ccccc3)[nH]c12	3.7
CC=C1CN2C3CC1C1(C(=O)OC)C2CC2(c4ccccc4N(C)C32)C1O (stereo not given)	-5.3
COc1ccc(Cl)cc1NC1=NCC(C)S1 (stereo not given)	-7.6
COc1cc(C(=O)OC2CC3CCC(C2)N3)ccc1O (stereo not given)	-5.0
C[C@]1(C(=O)O)CCC[C@]2(C)c3cc(O)ccc3CC[C@@H]12	-4.6
C=C[C@H]1CN2CC[C@H]1C[C@@H]2[C@H](O)c1ccnc2ccccc12	-14.4
Clc1cccc(Cl)c1NC1=NCCS1	-8.0
CCCCCc1cc(OC)c(CC=C(C)C)c(O)c1C(=O)O	-9.8
COc1ccccc1CCNCc1ccccc1C(F)(F)F	6.6
NCCC1COc2ccccc2O1 (stereo not given)	-12.7
CC(C)(c1ccccc1)c1ccc(O)cc1	-24.8
C/C=C(/C)C(=O)OC1CCN2CC=C(COC(=O)C(O)(C(C)O)C(C)(C)O)C12 (stereo not given)	-3.6
CN1C(=O)COc2c(C(=O)NC3CN4CCC3CC4)cc(Cl)cc21 (stereo not given)	68.3
O=C(c1cc(-c2cccnc2)nc2ccccc12)N1CCC2(CC1)OCCO2	-0.4
CN1C(=O)c2ccccc2NC(=O)C1Cc1ccccc1 (stereo not given)	0.2
C=C(C)[C@H]1O[C@H]2CC[C@@]3(C)[C@@](O)(CC[C@H]4[C@@H]5OC(C)(C)[C@H]6C[C@@H]7C(=C)Cc8c(Cl)cc9[nH]c(c5c9c8[C@@]76O)[C@@]43C)[C@]23O[C@@H]3[C@H]1O	10.5
CC(C)C(O)(C(=O)OCC1=CCN2CCC(O)C12)C(C)O (stereo not given)	3.4
O=C(O)C1C2CCC(O2)C1C(=O)NCCc1ccccc1 (stereo not given)	-1.3
N#CC(C#N)=Cc1ccc(O)c(O)c1	-9.7
Cc1cccc(C)c1OC(=O)Cc1ccccc1	-6.6
CC(=O)NC1C(OC2OC(CC(O)C3OC(n4ccc(=O)[nH]c4=O)C(O)C3O)C(O)C(O)C2NC(=O)/C=C/CCCCCCCCCC(C)C)OC(CO)C(O)C1O (stereo not given)	-13.0
CCCN(CCC)C1CCc2ccc(O)cc2C1 (stereo not given)	-9.2
CCN1CC2(COC)CCC(O)C34C5CC6C(OC)CC(O)(C5C6O)C(C(OC)C23)C14 (stereo not given)	?
CC[C@@H](CO)NC(=O)[C@@H]1C=C2c3cccc4c3c(cn4C)C[C@H]2N(C)C1	0.1
COc1ccc(-n2c(C)nc3ccccc3c2=O)cc1	-7.6
O=C1CC=C2C3CC4N(CCC45c4ccccc4N1C25)C/C3=C/CO (stereo not given)	-0.7
CC(=O)Nc1ccc(Cc2ccc(NC(C)=O)cc2)cc1	-10.0
CSc1nc2ccccc2c(=O)n1-c1cccnc1	0.3
COc1ccc2c(c1)[nH]c1c(C)nccc12	-4.0
CCc1ccc(CN2CCN(Cc3cccc(OC)c3)CC2)cc1	7.2
c1ccc(C2CC2)c(OCC2=NCCN2)c1	0.4
CC(C)(C)NC[C@H](O)COc1cccc2[nH]c(C#N)cc12	0.1
CC(Cc1ccccc1)[n+]1cc(/N=C(\N)[O-])on1 (stereo not given)	27.3
CCSc1nc2ccccc2c(=O)n1-c1cccc(OC)c1	-7.5
CCN1C[C@]2(COC)CC[C@H](O)[C@]34C1[C@H](C[C@H]23)[C@@]1(O)C[C@H](OC)[C@H]2C[C@@H]4[C@@H]1[C@H]2OC(C)=O	0.5
O=C(CSC(c1ccccc1)c1ccccc1)Nc1ccccc1	-5.1
COc1ccc(CC2(CCc3ccncc3)C(=O)NC(=O)N(c3ccc(Cl)cc3)C2=O)cc1OC (stereo not given)	-10.6
COC1=C[C@@H]2[C@@H]3Cc4ccc(OC)c(O)c4[C@]2(CCN3C)CC1=O	1.2
Cn1cnc(-n2oo2)c1C#N	-6.3
CC(/C=C/[C@@]1(C)[C@H](C)CCC(=O)[C@@H]1C)=C\Cc1c(O)c(Cl)c(C)c(C=O)c1O	-5.4
OC1CCCCC1N1CCC(c2ccccc2)CC1 (stereo not given)	2.2
C=C[C@H]1CN2CC[C@H]1C[C@H]2[C@H](O)c1ccnc2ccccc12	-2.3

Molecules from the list above that have a Cl atom, in the order listed:
SMILES	ROS inducer
CCNc1nc(Cl)nc(NCC)n1	-8.8
COc1ccc(Cl)cc1NC1=NCC(C)S1 (stereo not given)	-7.6
Clc1cccc(Cl)c1NC1=NCCS1	-8.0
CN1C(=O)COc2c(C(=O)NC3CN4CCC3CC4)cc(Cl)cc21 (stereo not given)	68.3
C=C(C)[C@H]1O[C@H]2CC[C@@]3(C)[C@@](O)(CC[C@H]4[C@@H]5OC(C)(C)[C@H]6C[C@@H]7C(=C)Cc8c(Cl)cc9[nH]c(c5c9c8[C@@]76O)[C@@]43C)[C@]23O[C@@H]3[C@H]1O	10.5
COc1ccc(CC2(CCc3ccncc3)C(=O)NC(=O)N(c3ccc(Cl)cc3)C2=O)cc1OC (stereo not given)	-10.6
CC(/C=C/[C@@]1(C)[C@H](C)CCC(=O)[C@@H]1C)=C\Cc1c(O)c(Cl)c(C)c(C=O)c1O	-5.4

Next section.
SMILES	ROS inducer
C/C=C(/C)C(=O)O[C@H]1C(C)=C2[C@H]([C@@H]1OC(=O)CCCCCCC)[C@@](C)(OC(C)=O)C[C@H](OC(=O)CCC)[C@@]1(O)[C@H]2OC(=O)[C@@]1(C)O	12.8
O=c1ccc2cc(OC3O[C@H](CO)[C@@H](O)[C@H](O)[C@H]3O)c(O)cc2o1 (stereo not given in full)	-11.3
Cc1nccc2c1[nH]c1ccccc12	0.5
NC(=O)c1cc([N+](=O)[O-])cc([N+](=O)[O-])c1	-7.7
C=C1C/C(=C/C)C(=O)O[C@@H]2CCN3CC=C(COC(=O)[C@]1(C)O)[C@H]23	-3.9
O=P1(Nc2ccc(F)cc2)COc2ccccc2OC1	1.5
CC(C)c1cc2c(cc1O)[C@@]1(C)C[C@@H](O)CC(C)(CO)C1CC2 (stereo not given in full)	-0.9
NC(N)=NC(N)=Nc1ccc(Cl)cc1	-11.3
CCc1nc2ccccc2c(=O)n1-c1ccccc1Cl	-0.7
C=CC1CN2CCC3(C(=O)Nc4ccccc43)C2CC1/C(=C/OC)C(=O)OC (stereo not given)	-5.0
CCOP(=S)(OCC)Oc1ccc2c(C)c(Cl)c(=O)oc2c1	-2.1
CC(C)(C)C(=O)C(Oc1ccc(Cl)cc1)n1cncn1 (stereo not given)	2.3
C[C@@H]1CN([C@H](C)CO)C(=O)CCCn2nncc2CO[C@H]1CN(C)C(=O)Oc1ccccc1	25.8
CN1Cc2c(ccc3c2OCO3)C2C(O)Cc3cc4c(cc3C21)OCO4 (stereo not given)	-5.0
C[C@H]1CN([C@@H](C)CO)C(=O)CCCn2cc(nn2)CO[C@H]1CN(C)C(=O)Oc1ccc2ccccc2c1	17.6
COc1cc(C(=O)OC2C[C@H]3CC[C@@H](C2)N3C)ccc1O (stereo not given in full)	-2.8
O=c1cccc2n1CC1CC2CN(CCO)C1 (stereo not given)	-5.6
C[C@@H]1CN([C@@H](C)CO)C(=O)CCCn2cc(nn2)CO[C@@H]1CN(C)C(=O)Oc1ccc2ccccc2c1	21.7
C[C@]12C=CC(=O)C=C1CC[C@@H]1C2CC[C@]2(C)C(=O)CCC12 (stereo not given in full)	-8.8
CC(C)N1C(=O)c2ccccc2NS1(=O)=O	-3.1
CC[C@@]12CCCN3CC[C@]4(c5cccc(OC)c5N(C(C)=O)[C@@H]4CC1)[C@H]32	-8.1
COc1cc2c3cc1Oc1cc(ccc1O)C[C@@H]1c4c(cc(OC)c(O)c4Oc4cccc(c4)C[C@@H]3N(C)CC2)CC[N+]1(C)C	-1.0
COC(=O)CC1=C(C(=O)OC)C2(C(=O)Nc3ccccc32)C(C(=O)OC)=C(N)O1 (stereo not given)	2.5
Cc1ccc(CN(C)C)c(OC(=O)N(C)C)c1	-0.3
C=CC(C)(C)[C@]12C=C(OC)C(=O)N3/C(=C/c4cnc[nH]4)C(=O)N[C@@]31N(OC)c1ccccc12	-8.1
C[C@H](CO)N1C[C@H](C)[C@H](CN(C)C(=O)Oc2ccc3ccccc3c2)OCc2cn(nn2)CCCC1=O	47.7
CCOC(=O)CN1C(=O)CC(C[C@@H](O)C2C[C@@H](C)C[C@H](C)C2=O)CC1=O (stereo not given in full)	-3.9
C[C@H](CO)N1C[C@H](C)[C@@H](CN(C)C(=O)Oc2cccc3ccccc23)OCc2cnnn2CCCC1=O	13.0
CC(C)(C)c1nc2ccccc2c(=O)n1-c1ccc(F)cc1F	9.2
COc1ccc2[nH]cc(CCN)c2c1	5.5
CCCN(C/C=C/I)C1CCc2ccc(O)cc2C1 (stereo not given)	-1.6
C=C1C(=O)O[C@@H]2[C@H]3C(=C)[C@@H](O)C[C@H]3C(=C)C[C@@H](O)[C@@H]12	74.2
COc1ccc2[nH]cc(CCNCc3ccc(Br)cc3)c2c1	7.4
COc1ccc2c3c4n(c2c1)[C@@H](C=C(C)C)OOC(C)(C)C[C@@H]4N1C(=O)[C@@H]2CCCN2C(=O)[C@]1(O)[C@H]3OCC=C(C)C	52.0
COC(=O)c1ccc(OP2(=O)COc3ccccc3OC2)cc1	1.2
C[C@H]1CN([C@@H](C)CO)C(=O)CCCn2nncc2CO[C@H]1CN(C)C(=O)Oc1ccc2ccccc2c1	13.6
CO[C@H]1C=C2CCN(C)[C@H]2C2c3cc4c(cc3C(=O)O[C@@H]21)OCO4 (stereo not given in full)	-7.4
COc1ccc2c(c1O)-c1c3c(cc4c1C(C2)N(C)CC4)OCO3 (stereo not given)	11.8
CN1C2C[C@H](OC(=O)[C@H](CO)c3ccccc3)C[C@H]1[C@@H](O)C2	0.8
C=CC(C)(C)[C@@]12C[C@H]3C(=O)N/C(=C\c4cnc[nH]4)C(=O)N3[C@@H]1Nc1ccccc12	0.2
CCCCC/C=C\C/C=C\C/C=C\CCCCCCC(=O)NCCO	0.3
CN1C(=O)CN=C(c2ccccc2)c2cc(Cl)ccc21	2.3
C=CCN1CC[C@]23c4c5ccc(O)c4O[C@H]2C(=O)CC[C@@]3(O)[C@H]1C5	-2.0
Cc1nn(Cc2cccc(C(=O)Nc3ccc4oc(=O)cc(C(F)(F)F)c4c3)c2)c(C)c1Cl	-2.1
Oc1c(Cl)c(Cl)c(Cl)c(Cl)c1Cl	9.8
COc1ccc(OC(=O)N(C)C[C@@H]2OCc3cnnn3CCCC(=O)N([C@@H](C)CO)C[C@@H]2C)cc1	-9.8
COC1CC(OC2CCC3(C)C(CCC4(O)C3CC(OC(=O)c3ccccc3)C3(C)C(O)(C(C)=O)CCC43O)C2)OC(C)C1OC1CC(OC)C(OC2OC(C)C(O)C(OC)C2O)C(C)O1 (stereo not given)	-0.4
Clc1ccc(C(OCCN2CCCCC2)c2ccccc2)cc1 (stereo not given)	-0.6
COc1ccc2[nH]c3c(c2c1)CCN=C3C	-3.5
Cc1ccc(CSc2nnc(OC(=O)N(C)C)n2-c2cccc(Cl)c2)cc1	-3.5
N#CC1(P(=S)(c2ccccc2)c2ccccc2)CCCC1	39.6
CNC(=O)N(C)c1nnc(C(C)(C)C)s1	-6.6
CCOC(=O)C1=C(N)Oc2c(c(=O)oc3ccccc23)C12C(=O)N(CC(=O)OC)c1ccccc12 (stereo not given)	97.1*
CC(=O)O[C@H]1C[C@H](O[C@H]2[C@@H](O)C[C@H](O[C@H]3[C@@H](O)C[C@H](O[C@H]4CC[C@@]5(C)C(CCC6C5C[C@@H](O)[C@]5(C)[C@@H](C7=CC(=O)OC7)CC[C@]65O)C4)O[C@@H]3C)O[C@@H]2C)O[C@H](C)[C@H]1O[C@@H]1O[C@H](CO)[C@@H](O)[C@H](O)[C@H]1O (stereo not given in full)	-3.0
CC(C)N(C(=O)SCC(Cl)=C(Cl)Cl)C(C)C	-12.0
c1ccc2c(c1)cc1ccc3cccc4ccc2c1c34	3.0
C=CCC1(C(C)CCC)C(=O)NC(=S)NC1=O (stereo not given)	5.1
OC(Cc1ccncc1)C(Cl)(Cl)Cl (stereo not given)	-7.6
CCC(C)[C@H]1C(=O)O[C@H](C(C)C)C(=O)N(C)[C@@H](C(C)C)C(=O)O[C@H](C(C)C)C(=O)N(C)[C@@H](C(C)C)C(=O)O[C@H](C(C)C)C(=O)N1C (stereo not given in full)	31.5
COc1ccc2c(c1)[C@]13CCCC[C@H]1[C@H](C2)N(C)CC3	1.3

Among those listed so far, four contain a cyano group.
SMILES	ROS inducer
N#CC(C#N)=Cc1ccc(O)c(O)c1	-9.7
CC(C)(C)NC[C@H](O)COc1cccc2[nH]c(C#N)cc12	0.1
Cn1cnc(-n2oo2)c1C#N	-6.3
N#CC1(P(=S)(c2ccccc2)c2ccccc2)CCCC1	39.6

Carrying on.
SMILES	ROS inducer
COCc1cc(OC(=O)N(C)C)nc(-c2ccncc2)n1	9.5
CC1(C)CCC[C@]2(C)c3cc(O)c(O)cc3C(=O)CC12 (stereo not given in full)	1.7
COc1cc(C(=O)O[C@H]2[C@@H]3C=CO[C@@H](O[C@@H]4O[C@H](CO)[C@@H](O)[C@H](O)[C@H]4O)[C@@H]3[C@@]3(CO)O[C@@H]23)ccc1O	-3.4
CCCCOC(=O)c1ccccc1C(=O)OCc1ccccc1	2.3
O=c1c2ccccc2[nH]c(=S)n1-c1cc(C(F)(F)F)cc(C(F)(F)F)c1	52.5
Cc1cc(Br)c(NC(=O)C2C(C)(C)C2(C)C)c(Br)c1	1.2
O=C(O)C1C2CCC(O2)C1C(=O)Nc1ccc(Cl)cc1 (stereo not given)	-10.5
O=c1c2ccccc2[nH]c(=S)n1-c1ccc(Cl)c(Cl)c1	-9.5

Quoted from the listing.
Value of C[C@@H]1CN([C@@H](C)CO)C(=O)CCCn2cc(nn2)CO[C@@H]1CN(C)C(=O)Oc1ccc2ccccc2c1 under ROS inducer: 21.7
Value of CC1(C)CCC[C@]2(C)c3cc(O)c(O)cc3C(=O)CC12 (stereo not given in full) under ROS inducer: 1.7
